Compound activity as filed in PubChem BioAssay.
EZH2 inh = blocks human EZH2/PRC2 H3K27 methylation; 57,000 tested, 0.35% active; inhibition, % at 12.5 µM; DELFIA TRF, 1 h; Q15910;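 active means mean inhibition of replicates at least 50% and every single replicate also reaching 50%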;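 further: dimethyl H3K27 on biotinylated H3 21-44 peptide detected by antibody; plate controls were median neutral control wells for no effect and median positive control wells for full effect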
Target sequence (Q15910 whole entry, looked up): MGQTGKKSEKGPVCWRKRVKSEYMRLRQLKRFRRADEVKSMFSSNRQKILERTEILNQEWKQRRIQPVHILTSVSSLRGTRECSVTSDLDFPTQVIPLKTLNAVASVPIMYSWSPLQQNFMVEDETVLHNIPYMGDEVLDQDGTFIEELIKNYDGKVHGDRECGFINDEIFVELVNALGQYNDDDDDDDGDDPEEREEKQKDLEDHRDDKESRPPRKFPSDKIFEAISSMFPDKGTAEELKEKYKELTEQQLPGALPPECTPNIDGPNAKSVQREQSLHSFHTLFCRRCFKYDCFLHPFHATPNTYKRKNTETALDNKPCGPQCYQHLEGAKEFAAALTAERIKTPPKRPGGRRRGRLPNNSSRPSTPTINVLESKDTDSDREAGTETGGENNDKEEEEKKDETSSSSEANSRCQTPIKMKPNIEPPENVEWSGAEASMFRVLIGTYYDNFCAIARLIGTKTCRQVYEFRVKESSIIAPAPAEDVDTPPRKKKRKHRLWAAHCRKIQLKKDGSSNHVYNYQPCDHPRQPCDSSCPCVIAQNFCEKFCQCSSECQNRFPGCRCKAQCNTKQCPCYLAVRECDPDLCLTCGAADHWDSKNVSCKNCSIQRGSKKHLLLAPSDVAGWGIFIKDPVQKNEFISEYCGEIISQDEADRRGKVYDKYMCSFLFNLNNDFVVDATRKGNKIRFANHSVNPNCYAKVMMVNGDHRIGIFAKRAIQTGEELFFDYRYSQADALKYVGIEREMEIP
IDH1 R132H inh = IDH1 R132H (human) inhibition; O75874; IDH1 R132H reductase, diaphorase/resazurin fluorescence, 60 min; inhibition, % at 10 µM; 70,000 tested, 0.18% active; AID 624101; in the data active means inhibition above about 34%;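 further: 0% = DMSO and 100% = no enzyme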
Active calls of the source: *; . = no result given; & = joins results of further samples. The list is partial, so the mix of outcomes need not match the whole.

Start of the listing, in advance (four entries):
Values run as follows: EZH2 inh	IDH1 R132H inh
1) COc1cccc(-c2cnc3c(c2)C(=O)N([C@H](C)CO)C[C@H](C)[C@H](CN(C)Cc2ccncc2)O3)c1
→ 2	-3.9&-3.4
2) COC(=O)c1sc(NC(=S)Nc2cccc(Cn3cc(Cl)cn3)c2)c(C(=O)OC)c1C
→ .	-0.1
3) Cc1noc(C)c1S(=O)(=O)Nc1ccc2c(c1)CC(=O)N([C@@H](C)CO)C[C@@H](C)[C@@H](CN(C)Cc1ccc(C(F)(F)F)cc1)O2
→ .	1.1
4) C[C@H](CO)N1C[C@H](C)[C@H](CN(C)Cc2ccc(C(=O)Nc3ccccc3N)cc2)Oc2c(NS(=O)(=O)c3ccccc3)cccc2C1=O
→ -2	0.8

Results, repeating the preview:
Values run as follows: EZH2 inh	IDH1 R132H inh
1) COc1cccc(-c2cnc3c(c2)C(=O)N([C@H](C)CO)C[C@H](C)[C@H](CN(C)Cc2ccncc2)O3)c1
→ 2	-3.9&-3.4
2) COC(=O)c1sc(NC(=S)Nc2cccc(Cn3cc(Cl)cn3)c2)c(C(=O)OC)c1C
→ .	-0.1
3) Cc1noc(C)c1S(=O)(=O)Nc1ccc2c(c1)CC(=O)N([C@@H](C)CO)C[C@@H](C)[C@@H](CN(C)Cc1ccc(C(F)(F)F)cc1)O2
→ .	1.1
4) C[C@H](CO)N1C[C@H](C)[C@H](CN(C)Cc2ccc(C(=O)Nc3ccccc3N)cc2)Oc2c(NS(=O)(=O)c3ccccc3)cccc2C1=O
→ -2	0.8
5) C[C@@H]1CN([C@H](C)CO)C(=O)c2cc(Br)cnc2O[C@@H]1CN(C)C(=O)C1CCC1
→ 8	-0.5
6) C[C@@H]1CCCCO[C@@H](CN(C)CC2CC2)[C@@H](C)CN([C@H](C)CO)C(=O)c2cc(NC(=O)CCCCCC(=O)Nc3ccccc3N)ccc2O1
→ -24	.
7) COc1ccc(NC(=O)Nc2ccc3c(c2)CC(=O)N([C@@H](C)CO)C[C@H](C)[C@@H](CN(C)S(=O)(=O)c2ccc(OC)cc2)O3)cc1
→ .	-2.4
8) CC1CCc2c(sc(NC(=O)c3ccccc3[N+](=O)[O-])c2C(N)=O)C1 (stereo unspecified)
→ -10	-0.1
9) COc1ccc(S(=O)(=O)N(C)C[C@@H]2Oc3c(NS(=O)(=O)c4ccccc4)cccc3C(=O)N([C@@H](C)CO)C[C@@H]2C)cc1
→ .	-1.7
10) Cc1cc(Br)ccc1NC(=O)Cn1cc([N+](=O)[O-])cn1
→ -19	0.0
11) CS(=O)(=O)Nc1ccc2c(c1)[C@H]1C[C@H](CC(=O)NCc3cc(F)ccc3F)O[C@H](CO)[C@H]1O2
→ 3	0.1
12) COc1ccc(NC(=O)N(C)C[C@H]2Oc3ccc(NC(=O)Cc4ccccc4)cc3CC(=O)N([C@H](C)CO)C[C@H]2C)cc1
→ .	-0.6
13) c1ccc2[nH]c(SCCCN3CCCCC3)nc2c1
→ -9	-0.6
14) COc1ccc(CN(C)C[C@H]2OCCCC[C@H](C)Oc3ccc(NC(=O)Nc4c(C)noc4C)cc3C(=O)N([C@@H](C)CO)C[C@@H]2C)cc1
→ .	0.5
15) C[C@@H]1CN([C@H](C)CO)C(=O)c2cccc(NC(=O)C3CC3)c2O[C@H]1CN(C)CC1CC1
→ 5	0.3
16) CC(=O)NCCc1nc2cc([N+](=O)[O-])ccc2n1C
→ 9	-0.2
17) CCC(=O)N(C)C[C@H]1Oc2cc(-c3ccc(OC)cc3)ccc2S(=O)(=O)N([C@H](C)CO)C[C@@H]1C
→ -8	-0.2
18) O=C(NC1CCCCC1)N[C@@H]1CC[C@@H](CCNS(=O)(=O)c2ccc(F)cc2)O[C@@H]1CO
→ 0	0.2
19) CO[C@@H]1CN(C)C(=O)c2cc(NC(=O)c3cc(C)on3)ccc2OC[C@@H](C)N(C(C)=O)C[C@H]1C
→ -1	0.6
20) NC(=O)[C@H]1[C@@H]2C(=O)O[C@@H](c3ccccc3)[C@@H](c3ccccc3)N2[C@@H](c2ccc(O)cc2)[C@]12C(=O)Nc1ccccc12
→ -14	.

Some values from above.
entry 15 – EZH2 inh = 5
entry 10 – IDH1 R132H inh = 0.0
entry 13 – IDH1 R132H inh = -0.6
entry 2 – IDH1 R132H inh = -0.1

New compounds follow
Values run as follows: EZH2 inh	IDH1 R132H inh
21) C[C@H](CO)N1C[C@H](C)[C@H](CN(C)C(=O)C2CC2)Oc2ncc(-c3cccnc3)cc2C1=O
→ 6	.
22) COc1ccc(Oc2ccc(NC(=O)C(C)N3C(=O)C4C5C=CC(C6CC56)C4C3=O)cc2)cc1 (stereo unspecified)
→ 4	0.2
23) C[C@@H](NC(=O)C[C@@H]1CC[C@H](NS(=O)(=O)c2cccc(F)c2)[C@H](CO)O1)c1ccccc1
→ 2	0.3
24) C[C@@H]1CCCCO[C@@H](CN(C)Cc2ccc(Cl)c(Cl)c2)[C@@H](C)CN([C@H](C)CO)C(=O)c2cc(NC(=O)Nc3cccc4ccccc34)ccc2O1
→ .	-1.5
25) COc1ccc(C#Cc2ccc3c(c2)O[C@@H](CN(C)C)[C@H](C)CN([C@H](C)CO)S3(=O)=O)cc1
→ -7	-3.9
26) COc1cccc(S(=O)(=O)Nc2ccc3c(c2)C(=O)N(C)C[C@@H](OC)[C@H](C)CN[C@H](C)CO3)c1
→ 0	0.3
27) C[C@@H]1CN([C@@H](C)CO)S(=O)(=O)c2ccc(C#CC(C)(C)O)cc2O[C@@H]1CN(C)Cc1ccc(-c2ccccc2)cc1
→ 21	-3.9
28) COc1ccccc1S(=O)(=O)N[C@H]1CC[C@H](CCNC(=O)C2CCOCC2)O[C@H]1CO
→ 6	0.0
29) C[C@H]1CN([C@@H](C)CO)S(=O)(=O)c2ccc(C#Cc3ccccc3)cc2O[C@H]1CN(C)S(=O)(=O)c1ccccc1F
→ .	-0.4
30) C[C@H]1CN([C@@H](C)CO)S(=O)(=O)c2ccc(-c3cncnc3)cc2O[C@H]1CN(C)C(=O)CN(C)C
→ 1	-8.6
31) OC(CSc1nc(-c2ccccc2)c(-c2ccccc2)o1)CC(O)c1ccccc1 (stereo unspecified)
→ 43	.
32) O=C(N[C@H]1CC[C@H](CCNS(=O)(=O)c2ccccc2Cl)O[C@@H]1CO)c1ccccc1
→ -2	-0.4
33) C[C@@H]1CN([C@@H](C)CO)C(=O)c2cc(C#CC3CC3)cnc2O[C@H]1CN(C)Cc1ccccc1C(=O)O
→ -18	-0.1
34) C[C@@H]1CN([C@@H](C)CO)C(=O)Cc2cc(N(C)C)ccc2O[C@@H]1CN(C)Cc1ccc(C(=O)Nc2ccccc2N)cc1
→ -10	.
35) CC(=O)N[C@@H]1CC[C@H](CCNC(=O)C2CCCC2)O[C@H]1CO
→ 1	-0.1
36) C[C@@H]1CCCCO[C@@H](CN(C)S(=O)(=O)c2cccs2)[C@@H](C)CN([C@@H](C)CO)C(=O)c2cc(NC(=O)c3ccncc3)ccc2O1
→ .	2.3
37) O=C(C[C@H]1C[C@H]2c3cc(NS(=O)(=O)c4ccc(F)cc4)ccc3O[C@H]2[C@H](CO)O1)NCCN1CCCCC1
→ -2	-1.7
38) COc1ccccc1S(=O)(=O)N[C@@H]1C=C[C@H](CC(=O)NCc2cccc(F)c2)O[C@@H]1CO
→ -3	-0.1
39) Cc1ccc(S(=O)(=O)N(C)C[C@H]2OCCCC[C@@H](C)Oc3ccc(NC(=O)Cc4ccccc4)cc3C(=O)N([C@@H](C)CO)C[C@@H]2C)cc1
→ .	0.8
40) CCCN(C)C[C@H]1OCCCC[C@@H](C)Oc2ccc(NC(=O)Nc3ccc(F)cc3)cc2C(=O)N([C@H](C)CO)C[C@@H]1C
→ -8	.

Values run as follows: EZH2 inh	IDH1 R132H inh
41) Cc1noc(C)c1NC(=O)Nc1ccc2c(c1)C(=O)N([C@@H](C)CO)C[C@H](C)[C@H](CN(C)S(=O)(=O)c1ccccc1)OCCCC[C@@H](C)O2
→ .	4.5
42) CCNC(=O)C[C@@H]1CC[C@@H](NS(=O)(=O)c2ccc(C)cc2)[C@@H](CO)O1
→ 6	0.5
43) O=C(Nc1ccc(F)cc1)N[C@H]1CC[C@@H](CCn2cc(C3(O)CCCC3)nn2)O[C@H]1CO
→ -1	-0.4
44) O=C(Cc1ccncc1)NCC[C@@H]1CC[C@@H](NC(=O)Nc2ccc(F)cc2)[C@@H](CO)O1
→ -4	0.2
45) CC(=O)Nc1ccc(S(=O)(=O)Nc2cccc(N(C)S(C)(=O)=O)c2)cc1
→ -10	-0.2
46) COC(=O)c1ccc(C)c(NC(=O)CN(c2cc(Cl)c(Cl)cc2Cl)S(C)(=O)=O)c1
→ 6	0.0
47) O=C(C[C@@H]1CC[C@H](NC(=O)CC2CC2)[C@@H](CO)O1)NCC(F)(F)F
→ -17	0.1
48) Cc1ccc(CN(C)C[C@H]2OCc3cn(nn3)CCCC(=O)N([C@@H](C)CO)C[C@H]2C)cc1
→ -2	0.2
49) C[C@@H]1CN([C@@H](C)CO)C(=O)c2cc(NC(=O)Cn3cnnn3)ccc2O[C@H]1CN(C)Cc1ccc(C(=O)Nc2ccccc2N)cc1
→ 12	-0.1
50) C[C@@H]1CN([C@H](C)CO)C(=O)c2cccc(NC(=O)c3cnccn3)c2O[C@@H]1CN(C)S(=O)(=O)c1ccccc1
→ .	1.2
51) C[C@H]1CN([C@@H](C)CO)C(=O)c2cccc(NS(=O)(=O)c3ccc(Cl)cc3)c2O[C@H]1CN(C)CC1CC1
→ 1	0.0
52) CO[C@@H]1CN(C)C(=O)c2cc(NC(=O)C3CCC3)ccc2OC[C@@H](C)N(Cc2ccncc2)C[C@@H]1C
→ 4	0.1
53) CC(C)NC(=O)N(C)C[C@@H]1Oc2ccc(NC(=O)Cc3cn(C)c4ccccc34)cc2C(=O)N([C@@H](C)CO)C[C@@H]1C
→ 15	-25
54) O=C(NCCc1ccccc1)c1noc2c1CCc1ccccc1-2
→ 24	0.1
55) COc1ccc(S(=O)(=O)N[C@H]2C=C[C@H](CC(=O)NCCc3ccccc3)O[C@H]2CO)cc1
→ 12	-0.2
56) O=C(CSc1nc2ccccc2[nH]1)Nc1ccc(Cl)c(Br)c1
→ 54*	-0.3
57) CO[C@H]1CN(C)C(=O)c2cc(NS(=O)(=O)c3ccccc3)ccc2OC[C@@H](C)N(Cc2cccnc2)C[C@@H]1C
→ -3	0.2
58) C[C@H](CO)N1C[C@H](C)[C@@H](CN(C)Cc2ccccc2)Oc2ccc(NC(=O)CCCN(C)C)cc2CC1=O
→ .	4.2
59) C[C@@H]1CN([C@H](C)CO)C(=O)c2ccccc2-c2ccccc2CO[C@@H]1CN(C)C(=O)Nc1ccccc1C(F)(F)F
→ -10	.
60) C[C@H]1CN([C@@H](C)CO)C(=O)c2cc(NC(=O)Nc3ccc(F)cc3)ccc2O[C@H]1CN(C)C
→ .	1.1

Among those listed so far, these have an NH in an aromatic ring.
Values run as follows: EZH2 inh	IDH1 R132H inh
13) c1ccc2[nH]c(SCCCN3CCCCC3)nc2c1
→ -9	-0.6
56) O=C(CSc1nc2ccccc2[nH]1)Nc1ccc(Cl)c(Br)c1
→ 54*	-0.3

Next results.
Values run as follows: EZH2 inh	IDH1 R132H inh
61) CO[C@@H]1CN(C)C(=O)c2cc(NS(=O)(=O)CC(F)(F)F)ccc2OC[C@@H](C)N(CCC(F)(F)F)C[C@H]1C
→ -2	0.4
62) C[C@H](CO)N1C[C@H](C)[C@@H](CN(C)CC2CC2)Oc2c(NC(=O)Nc3cccc4ccccc34)cccc2C1=O
→ -9	0.9
63) C[C@@H]1CN([C@@H](C)CO)C(=O)Cc2cc(NC(=O)NC3CCCCC3)ccc2O[C@H]1CN(C)Cc1ccc(-c2ccccc2)cc1
→ .	0.8
64) Cc1c(NC(=S)NCCc2c[nH]c3ccccc23)c(=O)n(-c2ccccc2)n1C
→ -2	0.6
65) O=C(Cc1ccccc1)N[C@@H]1C=C[C@@H](CC(=O)N2CCOCC2)O[C@@H]1CO
→ 3	0.2
66) O=C(N[C@@H]1CC[C@@H](CCn2cc(C3CC3)nn2)O[C@H]1CO)c1cccnc1
→ 0	0.2
67) O=C(N/N=C/c1ccc(-c2ccccc2)cc1)c1ccccn1
→ 5	.
68) CC(C)CC#Cc1ccc2c(c1)O[C@H](CN(C)C(=O)Nc1ccccc1F)[C@@H](C)CN([C@H](C)CO)S2(=O)=O
→ .	-0.2
69) CCNC(=O)c1cc2c(c(-c3cccc(-c4cccc(OC)c4)c3)n1)[C@@H](CCO)N([S@](=O)C(C)(C)C)C2
→ -5	0.0
70) COc1ccc2nc(Cl)nc(NC3CCCCC3)c2c1
→ 12	0.5
71) COc1ccc(S(=O)(=O)Nc2ccc3c(c2)C(=O)N([C@H](C)CO)C[C@H](C)[C@@H](CN(C)S(=O)(=O)c2ccc(Cl)cc2)OCCCC[C@@H](C)O3)cc1
→ .	0.5
72) COc1ccc(S(=O)(=O)N(C)C[C@H]2Oc3ccc(NC(=O)Cc4ccccc4)cc3CC(=O)N([C@H](C)CO)C[C@H]2C)cc1
→ .	-1.0
73) CO[C@H]1CN(C)C(=O)c2cc(NC(=O)NC(C)C)ccc2OC[C@@H](C)N(Cc2cncnc2)C[C@H]1C
→ 5	.
74) C[C@H](CO)N1C[C@H](C)[C@@H](CN(C)C(=O)Cc2ccccc2)OCCCC[C@H](C)Oc2ccc(NC(=O)Nc3ccc4c(c3)OCO4)cc2C1=O
→ .	-2.6
75) COc1ccc(S(=O)(=O)Nc2ccc3c(c2)C(=O)N([C@@H](C)CO)C[C@@H](C)[C@@H](CN(C)Cc2ccc(Cl)c(Cl)c2)O3)cc1
→ .	1.9
76) COc1ccc(NC(=O)N(C)C[C@H]2Oc3ccc(NC(=O)CCCN(C)C)cc3C(=O)N([C@@H](C)CO)C[C@H]2C)cc1
→ 0	0.4
77) CO[C@@H]1CN(C)C(=O)c2ccc(NC(=O)C3CCC3)cc2OC[C@@H](C)NC[C@H]1C
→ 3	-0.8
78) COc1ccc(S(=O)(=O)Nc2ccc3c(c2)C(=O)N([C@@H](C)CO)C[C@@H](C)[C@@H](CN(C)C)OCCCC[C@@H](C)O3)cc1
→ -10	.
79) CC(=O)N(C)C[C@H]1Oc2ncc(-c3cncnc3)cc2C(=O)N([C@H](C)CO)C[C@H]1C
→ -16	6.3
